From PubChem BioAssay
Pf growth 48h: Primary qHTS for delayed death inhibitors of the malarial parasite plastid, 48 hour incubation; Potency, µM (series often up to 28.7 µM), inactives show at the top dose activity change, negative = inhibition, hits mostly inhibitors; P. falciparum luciferase growth in erythrocytes, 48 h; 5.9% of 310,000 active; AID 504832, 2011; note: potency is the fitted concentration of half-maximal effect; % is set by controls: 0 for no effect and ±100 for the full control effect
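Luminescence readout; reporter = integrated firefly luciferase in P. falciparum. RBC culture at 2% hematocrit, 0.1% parasitemia final, 37 C/5% CO2; decreased signal taken as growth inhibition.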
Shiga inhibitor: A qHTS for Small Molecule Inhibitors of Shiga Toxin; inhibition, % at 38.7 µM; 9.2% of 290,000 active; Vero cells, Shiga toxin protein synthesis inhibition reporter; in the data active = inhibition mostly above about 28%, no sharp cut-off; inactive = mostly below about 43%; note: 0% is about no effect
Pf growth 96h: Primary qHTS for delayed death inhibitors of the malarial parasite plastid, 96 hour incubation. Potency, µM (highest dose often 28.7 µM), without a hit: top-dose activity change, negative = inhibition, most hits filed as inhibitors. P. falciparum luciferase reporter growth, 96 h. 6.9% of 320,000 active; note: potency is the fitted concentration of half-maximal effect; % is set by controls: 0 for no effect and ±100 for the full control effect
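Infected RBCs, 2% Hct / 0.05% parasitemia final; luciferase-reporter P. falciparum; cpd 96 h, 37 C, 5% CO2; luciferase detection reagent; luminescence.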
FBPA Giardia inh: qHTS Assay for Inhibitors of Fructose-1,6-bisphosphate Aldolase from Giardia Lamblia | A8B2U2 | purified Giardia FBPA | Potency, µM (series often up to 59.6 µM), for inactives: top-dose activity, negative = inhibition, actives largely listed as inhibitors | 0.71% of 290,000 active | AID 2451, 2010; note: potency is the fitted concentration of half-maximal effect; % is set by controls: 0 for no effect and ±100 for the full control effect; nearly all actives have a fitted effect of over 55% in size
Target sequence (A8B2U2 whole entry, looked up): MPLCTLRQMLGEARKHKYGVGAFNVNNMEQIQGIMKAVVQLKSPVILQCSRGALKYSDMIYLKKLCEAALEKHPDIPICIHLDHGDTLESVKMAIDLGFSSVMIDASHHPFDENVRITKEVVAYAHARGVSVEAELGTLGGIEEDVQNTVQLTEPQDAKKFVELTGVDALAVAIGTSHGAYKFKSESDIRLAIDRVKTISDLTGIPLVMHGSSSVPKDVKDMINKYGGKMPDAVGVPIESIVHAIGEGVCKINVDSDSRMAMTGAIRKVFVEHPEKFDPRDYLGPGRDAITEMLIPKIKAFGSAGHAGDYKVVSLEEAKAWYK
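Giardia FBPA (40 nM reagent) was preincubated 10 min at RT with compound (up to 57.5 uM final), then substrate plus GAPDH/TPI/NAD/arsenate coupling system with diaphorase/resazurin was added; resorufin fluorescence (525/598 nm) was read after 20 min.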
HCV inh: qHTS Assay for Inhibitors of Hepatitis C Virus (HCV) | Huh7.5.1 HCVcc-Cre infection, luciferase reporter, 44 h | Potency, µM (top dose mostly 41.8 µM), for the others: top-dose activity change, negative = inhibition, hits mostly inhibitors | 3.4% of 340,000 active; note: potency is the fitted concentration of half-maximal effect; % is set by controls: 0 for no effect and ±100 for the full control effect
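1,000 cells/well; 4 h culture; + compound; + HCVcc-Cre (~0.5 moi); 44 h; luciferase substrate, RT 15 min; read 15 sec.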
CHX counter: Cycloheximide Counterscreen for Small Molecule Inhibitors of Shiga Toxin | cell reporter, cycloheximide protein synthesis inhibition counterscreen | max response, % | 12% of 300,000 active | AID 2314, 2010; in the data active = max response mostly above about 13%, no sharp cut-off; inactive = mostly below about 14%; note: read at 38.3 µM for the half of the compounds with a filed dose; 0% is about no effect
* hit, by the source's call; i = inactive; ? = inconclusive; nt = no result given; + = active, no number; & = joins results of further samples; [ ] = remark or other dose. Unless noted, calls come from the whole dose curve; as a rule, active = well fitted curve in the direction sought with a large enough effect; inconclusive = small, poorly fitted or top-dose-only effect, or another doubt; inactive = no such curve, though single readings can be large; an effect the other way counts as inactive or inconclusive.

The line under a structure holds: Pf growth 48h	Shiga inhibitor	Pf growth 96h	FBPA Giardia inh	HCV inh	CHX counter
1	Cc1cccc(-c2cc3nc(C)cc(C)n3n2)c1
  124%[activator]	75*	0%	-11%	10µM*	49*
2	CCOc1ccc(-c2noc(CCCC(=O)NC3CCCC3)n2)cc1OC
  ?	23	-8%	-4%	?	3
3	CCOc1ccc(NC(=O)CSc2nccn(-c3ccc4c(c3)OCCO4)c2=O)cc1
  ?	nt	?	nt	-1%	nt
4	Fc1ccccc1Cc1noc(CN2CCN(Cc3ccc4c(c3)OCO4)CC2)n1
  31%[activator]	-2	?	1%	-12%	-3
5	c1ccc2c(c1)CSc1ccccc1C2C1=NCCN1 (stereo unspecified)
  -5%	4	-5%	-7%	-11%	-3
6	COc1cc(OC)cc(C(=O)O/N=C(\N)c2ccccn2)c1
  ?	116*	?	1%	?	51*
7	COc1cc(OC)c2c(-c3cccc(-c4ccc(N(C)C)cc4)c3)cc(=O)oc2c1
  nt	+	nt	0%	?	37*
8	CCN(c1ccc(C(O)(C(=O)OC)C(F)(F)F)cc1)S(=O)(=O)c1ccc(C)cc1 (stereo unspecified)
  -9%	-4	nt	1%	9%	-2
9	CCCCOCC(O)Cn1c(C)nc2ccccc21 (stereo unspecified)
  14%	-15	32%[activator]	?	5%	-2
10	Cn1cc(C(=O)c2ccc(Cl)cc2Cl)cc1C(=O)N/N=C(\N)COc1cccc(C(F)(F)F)c1
  ?	-13	nt	16%	?	-2
11	CC1C(=O)Nc2ccccc2N1C(=O)c1ccc(F)cc1 (stereo unspecified)
  3%	-9	28%	2%	5%	-3
12	CCCC(=O)NC(c1ccc(Cl)cc1)c1ccc2cccnc2c1O (stereo unspecified)
  ?	-7	-1%	?	1.8µM*	1
13	O=S(=O)(N1CCCCC1)N1CCNCC1
  23%	-3	nt	5%	11%	-2
14	O=S(=O)(c1cc(Cl)ccc1Cl)n1ccnc1
  0%	18	27%	-16%	12%	-1
15	O=C(NC(Cc1ccccc1)C(=O)O)/C(=C/c1ccc([N+](=O)[O-])cc1)NC(=O)c1ccccc1 (stereo unspecified)
  -4%	1	32%[activator]	6%	19%	1
16	CC(C)CCSc1nnc(Cn2c(=O)sc3ccccc32)n1C
  4%	2	-22%	0%	2%	-2
17	O=C(NC1CCCCCC1)C1CCN(S(=O)(=O)c2cnc[nH]2)CC1
  ?	29	?	7%	14%	6
18	Cc1ccc(C(=O)NCC(=O)OC(C)C(=O)NC2CCCCC2C)cc1C (stereo unspecified)
  ?	nt	?	nt	4%	nt
19	O=c1[nH]c(=S)n(Cc2ccc(F)cc2)c(O)c1/C=N/N1CCCCCC1
  16%	-9	-11%	0%	0%	-3
20	O=S(=O)(NC1CCN(Cc2ccccc2)CC1)c1cccc(S(=O)(=O)N2CCOCC2)c1
  -9%	-8	nt	5%	?	-2

Structures from the list above that have fluorine:
The line under a structure holds: Pf growth 48h	Shiga inhibitor	Pf growth 96h	FBPA Giardia inh	HCV inh	CHX counter
4	Fc1ccccc1Cc1noc(CN2CCN(Cc3ccc4c(c3)OCO4)CC2)n1
  31%[activator]	-2	?	1%	-12%	-3
8	CCN(c1ccc(C(O)(C(=O)OC)C(F)(F)F)cc1)S(=O)(=O)c1ccc(C)cc1 (stereo unspecified)
  -9%	-4	nt	1%	9%	-2
10	Cn1cc(C(=O)c2ccc(Cl)cc2Cl)cc1C(=O)N/N=C(\N)COc1cccc(C(F)(F)F)c1
  ?	-13	nt	16%	?	-2
11	CC1C(=O)Nc2ccccc2N1C(=O)c1ccc(F)cc1 (stereo unspecified)
  3%	-9	28%	2%	5%	-3
19	O=c1[nH]c(=S)n(Cc2ccc(F)cc2)c(O)c1/C=N/N1CCCCCC1
  16%	-9	-11%	0%	0%	-3

In a second layout: results already given
4: Fc1ccccc1Cc1noc(CN2CCN(Cc3ccc4c(c3)OCO4)CC2)n1
  Pf growth 48h = 31%[activator] | Shiga inhibitor = -2 | Pf growth 96h = ? | FBPA Giardia inh = 1% | HCV inh = -12% | CHX counter = -3

5: c1ccc2c(c1)CSc1ccccc1C2C1=NCCN1 (stereo unspecified)
  Pf growth 48h = -5% | Shiga inhibitor = 4 | Pf growth 96h = -5% | FBPA Giardia inh = -7% | HCV inh = -11% | CHX counter = -3

The listing picks up, repeating the two entries before the break.
The line under a structure holds: Pf growth 48h	Shiga inhibitor	Pf growth 96h	FBPA Giardia inh	HCV inh	CHX counter
19	O=c1[nH]c(=S)n(Cc2ccc(F)cc2)c(O)c1/C=N/N1CCCCCC1
  16%	-9	-11%	0%	0%	-3
20	O=S(=O)(NC1CCN(Cc2ccccc2)CC1)c1cccc(S(=O)(=O)N2CCOCC2)c1
  -9%	-8	nt	5%	?	-2
21	O=C(O)CNS(=O)(=O)c1ccc2[nH]c(=O)c(=O)[nH]c2c1
  12%	-7	-1%	2%	33%[activator]	-3
22	COc1cccc(-n2nc3c(=S)[nH]nc(C)c3c2C)c1
  6%	-7	109%[activator]	-17%	5%	-2
23	OCCNc1nc(OCC(F)(F)F)nc(N2CCN(C34CC5CC(CC(C5)C3)C4)CC2)n1
  -29%	-20	nt	0%	-14%&-8%	-6
24	CCN(CC)S(=O)(=O)c1cccc(-c2nnc(SCc3nnc(-c4ccccc4)o3)n2C)c1
  nt	-11	?	5%	-1%	-3
25	c1ccn2cc(CSC3=NCCS3)nc2c1
  nt	121*	23%	-10%	19%	29*
26	COc1ccc(OC)c(C2C(C#N)=C(N)Oc3c2c(C)nn3-c2cccc(Cl)c2)c1 (stereo unspecified)
  10%	-1	?	-14%	21%	-4
27	Nc1nonc1-c1nc2ccccc2n1CC(=O)N/N=C\c1ccc(-c2ccc(Cl)cc2)o1
  35%	-12	38%[activator]	1%	-7%	-3
28	COc1cccc(-n2cc(-c3ccc(F)cc3)[nH]c2=S)c1
  -24%	86*	-58%	18%	?	37*
29	Nc1ccc(-c2nc3c(ccc4ccccc43)[nH]2)cc1
  ?	43*	6%	-20%	-20%	25*
30	NC1=NC(c2ccccc2Cl)n2c(nc3ccccc32)N1 (stereo unspecified)
  nt	-9	?	2%	14%	1
31	O=c1c([N+](=O)[O-])cc(C(F)(F)F)cn1Cc1cccc(Cl)c1
  ?	-3	-28%	-3%	-5%	-1
32	COc1ccc(C(=O)Oc2ccc(=O)n(-c3ccccc3)n2)cc1
  44%[activator]	-10	0%	-2%	-3%	3
33	O=c1oc2ccccc2n1Cn1c(=O)oc2ccccc21
  12%	-21	94%	5%	12%	-8
34	O=C(NCc1ccc(F)cc1)C1CCCN(c2cnccn2)C1 (stereo unspecified)
  16%	-16	?	nt	1%	-7
35	CC(C)C(NC(=O)C(Cc1ccccc1)NC(=O)OCc1ccccc1)C(=O)O (stereo unspecified)
  2%	-11	-33%	0%	31%[activator]	-1
36	COc1cccc(CCC(=O)O)c1OC
  4%	23	-24%	3%	7%	1
37	COc1ccc(NC(=O)Cn2nnc(C(=O)NCc3cccc(OC)c3)c2N)cc1
  -18%	9	nt	1%	14%	-2
38	CC1(Br)C2CCCC1C2S(=O)(=O)c1ccccc1 (stereo unspecified)
  3%	-2	15%	0%	1%	2
39	CCOCCCNC(=O)CSc1nc2nc(C)c(Cc3ccccc3)c(C)n2n1
  1%	3	4.7µM*	8%	2%	9
40	COc1cccc(N2C(=O)CC(NNc3nc4ccccc4s3)C2=O)c1 (stereo unspecified)
  17%	7	23%	-3%	13%	8

Single records, from the list above. Values in the order: Pf growth 48h | Shiga inhibitor | Pf growth 96h | FBPA Giardia inh | HCV inh | CHX counter
O=S(=O)(c1cc(Cl)ccc1Cl)n1ccnc1 across the screens: 0% | 18 | 27% | -16% | 12% | -1
c1ccn2cc(CSC3=NCCS3)nc2c1 across the screens: nt | 121* | 23% | -10% | 19% | 29*

The results go on.
The line under a structure holds: Pf growth 48h	Shiga inhibitor	Pf growth 96h	FBPA Giardia inh	HCV inh	CHX counter
41	CCN(CC)S(=O)(=O)c1ccc(OC)c(-n2cnnn2)c1
  8%	2	-21%	5%	-12%	-2
42	CCCOc1ccc(C(=O)NCC(c2cccs2)N(C)C)cc1 (stereo unspecified)
  30%[activator]	57	-13%	1%	-16%	20*
43	Cc1ccc(N2CC(C(=O)NCCN3CCOCC3)CC2=O)cc1 (stereo unspecified)
  4%	-3	2%	?	4%	-9
44	O=C1Nc2ccc(Br)cc2C1(O)c1ccc(F)cc1 (stereo unspecified)
  ?	-5	22%	-2%	-9%	-3
45	COc1ccccc1NC(=O)NCCN1CCNC1=O
  3%	-2	6%	8%	-6%	-1
46	Clc1ccccc1-c1nnc2n1-c1ccccc1SC2
  ?	-10	?	-14%	-6%	1
47	CC(=O)Nc1nnc(COc2ccccc2)s1
  44%[activator]	55*	-3%	5%	2%	21*
48	Cc1cccc(C(=O)NC(=S)NNC(=O)c2ccccc2Cl)c1
  -4%	-1	5%	?	?	1
49	CC(=O)Cc1ccccc1OC(=O)c1ccco1
  -5%	-8	55%[activator]	0%	34%[activator]	-6
50	COc1cccc2c(=O)cc(C)n(CC(=O)Nc3cccc(C)c3)c12
  ?	-17	-22%	-1%	8.9µM*	-6
51	O=C(c1ccc(F)cc1)C1CCN(C(=O)N2CCOCC2)CC1
  7%	21	?	0%	?	1
52	O=C(COc1ccccc1)Nc1ccccc1C(=O)NC1CC1
  0%	nt	12%	nt	-12%[8.37 µM]	nt
53	COC(=O)c1cc(S(=O)(=O)N2CCN(Cc3ccccc3)CC2)c[nH]1
  -8%	-7	24%	-12%	?	9
54	Oc1ccc(-c2cnc(-c3ccc(O)cc3)nc2)cc1
  -8%	10	254%[activator]	-1%	-16%	19
55	CCN(CC)CCOC(=O)c1ccc(N/C=C(/C#N)c2nc(-c3ccc4c(c3)OCO4)cs2)cc1
  1µM*	25	1.3µM*	1%	10µM*	31*
56	C#CCSc1ncc(-c2ccccc2)cn1
  358%[activator]	77*	54%[activator]	3%	0%	44*
57	COc1ccc([N+](=O)[O-])cc1NC(=O)CSc1nc(C)c(C)c(C)n1
  -4%	-15	29%	1%	15%	13
58	CNC(=S)NNC(=O)c1sccc1OCc1cccc(C(F)(F)F)c1
  ?	26	13µM*	10%	13%	4
59	Cc1cc(C)cc(NC(=O)CSc2nnc(CN3CCOCC3)n2C)c1
  -1%	-2	?	-4%	3%	-4
60	CCCC(=O)N1CCN(c2ccc(NC(=O)c3ccc(OCC)c([N+](=O)[O-])c3)cc2)CC1
  -14%	-1	-11%	2%	-15%	-1

Next section
The line under a structure holds: Pf growth 48h	Shiga inhibitor	Pf growth 96h	FBPA Giardia inh	HCV inh	CHX counter
61	Cc1ccc(S(=O)(=O)Nc2ccc3c(c2)n(C)c(=O)n3C)cc1
  15%	4	88%[activator]	-6%	-15%	-1
62	CCOc1ccc(NC(=O)Nc2ccccc2SC)cc1
  83%[activator]	66*	i	-2%	-22%	33*
63	COc1cc(OC)cc(C(=O)N[C@H](C(=O)OCC(=O)N2CCc3ccccc32)C(C)C)c1
  ?	12	3%	0%	-4%	9
64	O=c1cc(CSc2nnc(COc3ccccc3)n2-c2ccccc2)c2ccccc2[nH]1
  -24%	-3	-12%	4%	7%	-3

Compounds as they come. Share with any hit: about 24%.
